TCR activator – Activators of T cell receptors: qHTS campaign; primary human leukocytes, anti-CD3, IL-2 HTRF, 48 h; Potency, µM (top dose mostly 9.22 µM), for the others: at the highest dose activation of IL-2 secretion, hits mostly activators; 330,000 tested, under 10 active; AID 504894, 2011; note: % of control where 0% means no effect
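48 hr co-incubation of compounds, a-CD3 beads and primary human leukocytes; IL-2 quantified homogeneously by HTRF with anti-IL-2 K and d2 conjugates.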
A-T KAP1 phos – qHTS Assay for Identifying a Potential Treatment of Ataxia-Telangiectasia. […] A-T fibroblasts, KAP-1 phosphorylation AlphaLISA; neocarzinostatin DNA damage 30 min before lysis. Potency, µM (highest dose often 57.5 µM), without a hit: at the top dose activation, usual class: activators. actives 0.19% (n = 320,000). AID 485349, 2010; note: potency is the fitted concentration of half-maximal effect; % of control where 0% means no effect; nearly all actives have a fitted effect of over 45% in size
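ATM-like activity read as KAP-1 phosphorylation via AlphaLISA donor/acceptor antibody pairs after lysis and 6 hr at 25C. Cells were ATM-null patient fibroblasts ([…], hTERT), dosed 60 min, then exposed to the DSB inducer NCS for 30 min.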
p53 reactivation – qHTS assay for re-activators of p53 using a Luc reporter | H1299 p53-A138V BP100-luciferase reporter, luminescence, 24 h | Potency, µM (top dose mostly 92.2 µM), inactives show top-dose activity change, positive = activation, usual class: activators | actives 0.063% (n = 320,000) | AID 504706, 2011; note: potency is the fitted concentration of half-maximal effect; % of control where 0% means no effect; nearly all actives have a fitted effect of over 45% in size
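p53-null H1299 cells stably carrying temperature-sensitive p53-A138V and a BP100-luciferase reporter were pinned with compounds (4-point, 1:5 series) and held 24 hrs at 37 deg C. Luminescence was read 10 min after detection reagent.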
B2AR arrestin – qHTS assay of beta-arrestin-biased ligands of beta2-adrenergic receptor | beta-arrestin recruitment to beta2AR, cell-based reporter | Potency, µM (top dose mostly 46.1 µM), without a hit: at the highest dose activation, actives largely listed as activators | actives 0.02% (n = 330,000) | AID 492947, 2010;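 note: potency is the fitted concentration of half-maximal effect; 0% = DMSO controls and full agonism = EC100 isoproterenol or metaproterenol; nearly all actives have a fitted effect of over 65% in size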
a7 integrin act – qHTS for Activators of Integrin-Mediated Alleviation for Muscular Dystrophy; Potency, µM (highest dose often 38.3 µM), inactives show top-dose activation, usual class: activators; alpha7betagal myoblasts, beta-gal FDG fluorescence, 48 h; AID 624291, 2012; actives 0.064% (n = 350,000);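 note: potency is the fitted concentration of half-maximal effect; 100% = response of the positive control SU9516; nearly all actives have a fitted effect of over 60% in size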
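Alpha7betagal+/- myoblasts (passage 13) were plated 16-24 hr, then exposed to compounds (1:260 dilution of DMSO stock) for 48 hours at 37C. After MPER lysis, β-galactosidase reporter activity was read as FDG fluorescence (ex 480/em 540) after 30 minutes.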
MLL CXXC-DNA inh – qHTS Fluorescence Polarization Assay for Inhibitors of MLL CXXC domain - DNA interaction; Potency, µM (series often up to 115 µM), for the others: at the top dose activity change, negative = inhibition, hits mostly inhibitors; MLL-CXXC / FITC-HOXA9 DNA fluorescence polarization; Histone-lysine N-methyltransferase 2A (Homo sapiens), Q03164; actives 0.037% (n = 290,000); active = well fitted inhibition curve with a large enough effect in the polarisation, with a control signal flat, not every such curve was filed as active; inconclusive = small, poorly fitted or top-dose-only effect, or effect the other way, or a change in a side signal; inactive = no such curve, though single readings can be large or run the other way; the % refers to the polarisation; note: potency is the fitted concentration of half-maximal effect
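Fluorescence polarization: 7 uM MLL-CXXC (stock) preincubated 5 min with compounds, then 50 nM fluorescein-HOX-A9 DNA (stock) added; 30 min ambient. Buffer 50 mM Tris-HCl pH 7.5, 50 mM NaCl, 1 mM DTT, 0.05% BSA.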
TSG101-PTAP inh – qHTS Assay for Iinhibitors of HIV-1 Budding by Blocking the Interaction of PTAP/TSG101. Tumor susceptibility gene 101 protein (Homo sapiens), Q99816. 340,000 tested, under 10 active. Potency, µM (doses to about 115 µM), without a hit: at the highest dose activity change, negative = inhibition, usual class: inhibitors. Fluorescence polarization, FITC-PTAP peptide / Tsg101 binding; active = well fitted inhibition curve with a large enough effect in the main read-out, with a control signal flat, not every such curve was filed as active; inconclusive = small, poorly fitted or top-dose-only effect, or effect the other way, or a change in a side signal; inactive = no such curve, though single readings can be large or run the other way; note: potency is the fitted concentration of half-maximal effect; % of control where 0% means no effect
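FP read-out: FITC-PTAP peptide, 50 nM final, binding Tsg101 binding domain, 10 uM final; 20 min, r.t.; 10 mM HEPES pH 7.5, 0.15 M NaCl, 0.01% Tween 20, 3 mM EDTA, 0.1 mM TCEP.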
TRPV1 agonist – HTS Assay for Compounds that Act as Agonists of the Vanilloid Receptor 1; AID 540275, 2011; actives 0.19% (n = 320,000); TRPV1-expressing cells, Fluo-8 calcium influx, agonist mode; activation, % at 8.33 µM; in the data active = activation above about 80%; inconclusive = between about 30% and that limit; note: 0% is about no effect
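Fluo-8 calcium influx in TRPV1-expressing cells, kinetic read (ex 480/em 520 nm). Compound added and read 3 min for agonist activity, followed by capsaicin at EC20 final and 2 min further read for enhancement.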
ELG1 repair inh – qHTS screen for small molecules that inhibit ELG1-dependent DNA repair in human embryonic kidney (HEK293T) cells expressing luciferase-tagged ELG1 | HEK293T ELG1-luciferase reporter, luminescence, 16 h; DNA damage induced by 5-fluorouridine | Potency, µM (highest dose often 46.1 µM), without a hit: top-dose activity change, negative = inhibition, actives largely listed as inhibitors | actives 2.3% (n = 330,000) | AID 504467, 2011; note: potency is the fitted concentration of half-maximal effect; % is set by controls: 0 for no effect and ±100 for the full control effect; nearly all actives have a fitted effect of over 55% in size
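Overnight (16 hr) co-exposure of 2,000 cells/well to 5-fluorouridine and compound at 37 °C preceded detection. Luciferase was quantified via ONE-Glo luminescence; loss of signal denotes inhibition.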
BRCA1 expr act – qHTS Assay to Identify Small Molecule Activators of BRCA1 Expression; actives 1.1% (n = 380,000); Potency, µM (doses to about 46.1 µM), without a hit: top-dose activation, hits mostly activators; MCF7-BRCA1-FFLuc reporter, luminescence, 48 h; response scale: scaled: vehicle 0%, 10 µM genistein 100%; note: potency is the fitted concentration of half-maximal effect; nearly all actives have a fitted effect of over 80% in size; some results filed as inactive show a strong effect at the top dose
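Luminescence from a BRCA1-driven firefly luciferase in MCF7 cells was the read-out, taken 15 min after substrate addition following 48 h compound exposure at 37 °C. Data were normalized to a 10 microM genistein control and DMSO vehicle.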
* = called active by the depositor; ? = inconclusive; · = not tested or not shown; [ ] = dose if it differs, or a comment. Unless noted, calls come from the whole dose curve; as a rule, active = well fitted curve in the direction sought with a large enough effect; inconclusive = small, poorly fitted or top-dose-only effect, or another doubt; inactive = no such curve, though single readings can be large; an effect the other way counts as inactive or inconclusive. Some of the compounds tested; rates above refer to the full screens.

Values in the order – TCR activator	A-T KAP1 phos	p53 reactivation	B2AR arrestin	a7 integrin act	MLL CXXC-DNA inh	TSG101-PTAP inh	TRPV1 agonist	ELG1 repair inh	BRCA1 expr act
COc1ccc(CNCCc2c[nH]c3ccccc23)c(OC)c1C
  -26.6%	14.8%	-4.9%	-0.7%	-30.4%	56.9%	-6.9%	17.1	?	·
O=c1[nH]c(=O)n(CCC2=CCCCC2)c(O)c1C=NCCCn1ccnc1
  3.9%	4.9%	-3.1%	-1.1%	7.7%	17.9%	-1.5%	-1.4	-27.3%	-15.6%
CCOc1c(P(=S)(N(C)C)N(C)C)c(C)nn1-c1ccccc1
  2.8%	-2.0%	1.9%	-0.1%	-21.4%	-2.0%	-3.5%	?	13.7%	-6.6%
CN(C)C(=O)Oc1ccnc2cc(Cl)ccc12
  2.3%	3.3%	1.6%	-0.2%	-14.7%	17.0%	-4.2%	-2.0	?	-56.2%
COC1=CCC2([N+](=O)[O-])CN(C)CC1([N+](=O)[O-])C2 (stereo unspecified)
  -0.8%[46.1 µM]	0.3%	?	0.3%	0.0%	5.7%	2.0%	-2.7	29.7%	3.3%
CN1CCC(O)(c2ccc(Cl)cc2)C(C(=O)c2ccc(Cl)cc2)C1 (stereo unspecified)
  -5.6%	-4.8%	-1.9%	0.0%	-31.5%	40.9%[activator]	-5.4%	-1.2	2.0%	-14.1%
CCCn1nc2ccccc2c1P(=O)(N1CCOCC1)N1CCOCC1
  0.4%	5.9%	-0.6%	-0.5%	27.6%	3.4%	-1.8%	-2.6	0.0%	-11.0%
O=C(NC(=O)c1c(F)cccc1F)Nc1cc(Cl)c(F)c(Cl)c1F
  3.8%	-7.8%	-0.3%	-0.9%	-10.2%	-11.5%	-6.2%	-5.8	?	3.3%
CC(=O)O[C@H]1C[C@@H]2OC3C=C(C)CCC3(C)[C@@]1(C)[C@@]21CO1 (stereo partly specified)
  -32.8%	·	·	·	-52.7%[inhibitor]	·	-0.3%	·	·	-91.5%
COC(=O)C1=C(c2ccc(-c3ccccc3)c(F)c2)C[C@@H]2CC[C@H]1N2C(=O)NCCOc1ccc(OC)cc1
  -10.7%	12.6%	-5.5%	?	-22.6%	·	-5.7%	4.8	?	·
Cc1ccsc1C(=O)C1CCCN(Cc2cn(C)nc2C)C1 (stereo unspecified)
  6.2%	1.3%	-0.5%	0.2%	-3.6%	-2.5%	0.5%	8.8	14.2%	-5.8%
CCC(C)N1CCN(C(=O)COc2ccc3ccccc3c2)CC1 (stereo unspecified)
  -2.3%	-3.1%	-1.5%	-0.1%	7.1%	12.1%	-4.8%	9.3	-1.6%	0.0%
O=C(c1ccccc1)C(Cc1ccccc1)N1CCOCC1 (stereo unspecified)
  -1.5%	·	·	·	6.5%	·	-0.7%	·	·	2.1%
C=CCCC1(CC(C)C)C(=O)NC(=S)NC1=O
  4.8%	·	·	·	10.3%	·	-0.9%	·	·	2.6%
O=[N+]([O-])c1ccc(N2CCCC2)c2ccncc12
  -2.6%	-5.2%	-5.3%	0.1%	-1.9%	0.9%	0.0%	1.0	?	3.7%
CC(=O)Nc1ccc(OC(=O)c2ccccc2N)cc1
  5.3%	12.0%	-7.1%	0.3%	-10.4%	-1.5%	-6.4%	-4.3	9.5%	15.2%
CCCCn1c(O)c(C=Nc2c(C)n(C)n(-c3ccccc3)c2=O)c(=O)[nH]c1=O
  1.3%	15.5%	-1.2%	-0.6%	12.4%	9.4%	-1.4%	-1.2	-5.6%	15.4%
COc1ccc(CC(=O)N2C[C@H]3C[C@@H](C2)c2cccc(=O)n2C3)cc1
  -1.7%	15.9%	9.7%	-0.4%	16.8%	4.4%	-10.5%	-3.7	-1.2%	2.3%
CCN(C(=O)COC(=O)c1cn(C)c2ccccc12)c1ccc(F)cc1
  ·	4.8%	-7.4%	-0.2%	-1.3%	·	0.5%	5.5	-16.1%	-14.7%
CCOC(=O)c1cc(C(O)(C(=O)OC)C(F)(F)F)c(/N=C/N(C)C)o1 (stereo unspecified)
  -0.7%	·	-0.1%	-0.1%	-14.5%	0.9%	-2.9%	29.0	-13.6%	-14.5%
c1ccc(NC2=NCCS2)cc1
  0.8%	1.8%	0.2%	0.2%	8.3%	28.5%	-4.1%	1.7	11.6%	3.0%
CN1CCN(C(=O)COc2ccc(S(=O)(=O)NCc3ccccc3)cc2Cl)CC1
  -2.9%	1.8%	-1.4%	0.1%	-30.9%	-0.1%	-1.1%	-0.5	1.3%	5.7%
[O-][n+]1onc2c1CCC1N(O)CCC21O (stereo unspecified)
  4.3%	-4.5%	-2.7%	-0.1%	13.0%	6.2%	-2.3%	-0.4	6.1%	0.2%
CCn1cc(CN2CCCC(C(=O)c3sccc3C)C2)cn1 (stereo unspecified)
  ·	7.7%	-0.2%	-1.1%	?	-0.5%	0.5%	-0.1	1.2%	0.0%
CN1C(=O)CN=C(c2ccc(Cl)cc2)c2cc(Cl)ccc21
  1.2%	1.8%	-2.9%	-0.5%	·	9.0%	-5.7%	18.5	?	13.2%
Fc1ccccc1CCNCc1cccc2ccccc12
  -1.6%[46.1 µM]	-3.3%	18.3%	5.0%	-22.1%	7.0%	-0.3%	10.9	9.8%	31.7%
CN(C)C(=O)Oc1c(Cl)cc(Cl)c2ccccc12
  -0.6%	·	-4.3%	-0.4%	4.7%	-1.3%	-8.2%	?	-0.1%	-30.1%
CCC1CN(C)CCC1(OC(C)=O)c1ccccc1 (stereo unspecified)
  -8.2%[46.1 µM]	0.8%	-15.0%	0.2%	?	6.9%	-2.9%	0.1	-3.5%	3.5%
CCN1CCC(N(C)C2CCCCC2)CC1
  ·	16.5%	·	0.0%	-20.3%	8.5%	-0.3%	0.8	-9.9%	2.3%
COc1ccc(CCn2c(O)c(/C=N/NC(=O)c3ccncc3)c(=O)[nH]c2=O)cc1OC
  3.8%[46.1 µM]	1.1%	-11.7%	0.2%	13.4%	-8.6%	0.1%	-0.6	13.7%	-1.8%
CC(=O)OC1(c2ccccc2)CCN(C)CC1(C)C (stereo unspecified)
  -1.1%	0.2%	3.3%	-0.1%	15.0%	2.5%	-1.5%	1.9	-5.3%	-5.1%
CN(CC(=O)Nc1cccc(F)c1)CC(=O)Nc1cccc(S(=O)(=O)N(C)c2ccccc2)c1
  -1.4%	·	·	·	-13.0%	·	-0.4%	·	·	-78.4%[inhibitor]
O=C1CCN(C(=O)CNC(=O)Cc2ccccc2)CC1
  -2.5%	-0.1%	2.8%	-1.1%	15.7%	?	0.4%	-0.1	12.0%	6.5%
Cc1ccc(S(=O)(=O)N(C)c2ccc(C(=O)NCC3(N(C)C)CCCCC3)cc2)cc1
  2.9%	6.6%	24.4%	-0.2%	7.1%	-5.8%	0.6%	1.3	?	-25.1%
CN(C)c1ccc(C(=O)N/N=C/C23CC[C@@H](O)CC2(O)CC[C@@H]2[C@@H]3CCC3(C)C(C4=CC(=O)OC4)CCC23O)cc1 (stereo partly specified)
  -2.5%	2.3%	8.4%	-0.8%	7.3%	4.6%	-3.9%	0.2	8.2µM*	-41.3%
COc1cc(C(C)=O)ccc1OC(=O)N(C)c1ccccc1
  ·	13.1%	?	3.7%	?	-3.2%	-4.5%	14.5	-13.7%	-2.2%
COc1cc(C2(C#N)CCN(C)CC2)cc(OC)c1OC
  1.3%	·	·	·	14.4%	·	-5.2%	·	·	-15.4%
CCOc1ccc(/C=C/C(=O)C(C(N)=O)=C2SCCS2)cc1
  27.1%[46.1 µM]	0.5%	?	-1.6%	-36.8%	4.1%	-0.2%	-7.2	?	46.4%
CCCCCCCSc1cc(OC)c(CCN(C)C)cc1OC
  1.7%	-8.5%	-7.9%	0.1%	-47.2%[inhibitor]	?	-0.2%	0.8	?	-78.0%
CC=C(C)C1(CCC)C(=O)NC(=S)NC1=O
  1.2%	·	·	·	19.7%	·	-5.0%	·	·	-20.9%

Rewritten as a markdown table: part of the list above.
| molecule | TCR activator | A-T KAP1 phos | p53 reactivation | B2AR arrestin | a7 integrin act | MLL CXXC-DNA inh | TSG101-PTAP inh | TRPV1 agonist | ELG1 repair inh | BRCA1 expr act |
| --- | --- | --- | --- | --- | --- | --- | --- | --- | --- | --- |
| Cc1ccsc1C(=O)C1CCCN(Cc2cn(C)nc2C)C1 (stereo unspecified) | 6.2% | 1.3% | -0.5% | 0.2% | -3.6% | -2.5% | 0.5% | 8.8 | 14.2% | -5.8% |
| CCC(C)N1CCN(C(=O)COc2ccc3ccccc3c2)CC1 (stereo unspecified) | -2.3% | -3.1% | -1.5% | -0.1% | 7.1% | 12.1% | -4.8% | 9.3 | -1.6% | 0.0% |
